# Growth percent in the NCI-60 one-dose screen (48 h, 10 µM unless noted): 100 = growth as untreated, 0 = no growth, -100 = all killed.
# OVCAR-5 – OVCAR-5 ovarian cancer; 2.9% of 82,000 active
# NCI/ADR-RES – NCI/ADR-RES ovarian cells; 4.4% of 81,000 active
# IGROV1 – IGROV1 ovarian cancer; 4.7% of 79,000 active
# SK-OV-3 – SK-OV-3 ovarian cancer cells; 3.2% of 80,000 active
# NCI-H226 – NCI-H226 lung cancer | 3.5% of 79,000 active | AID 1794732
# SN12C – SN12C renal cancer cells. 3.8% of 81,000 active
# OVCAR-3 – OVCAR-3 ovarian cancer; 7% of 79,000 active
# NCI-H23 – NCI-H23 lung cancer | 4% of 80,000 active
# OVCAR-4 – OVCAR-4 ovarian cancer cells; 3.7% of 80,000 active
# * = called active by the depositor; . = not tested or not shown. How the source made its calls: active means growth percent below 10; inactive means the rest.
1: Cn1c(=O)c2c(nc(Nc3cc(=O)[nH]c(=O)[nH]3)n2Cc2ccccc2)n(C)c1=O
2: O=C(NNC(=O)c1ccc(Cl)cc1)c1ccccc1
3: COc1cc(/C=C/C(=O)N2CCCC2)cc2c1OCO2
4: CCOC(=O)c1c(C)nc2c(c1N)CC(=O)N2[C@@H](C)c1ccc(OC)cc1
5: CCCCCCCCCCCCCCCCCC(=O)NNCCO
6: O=[N+]([O-])c1cccc(/C=N/n2c(N=Nc3c(O)[nH]c4ccccc34)n[nH]c2=S)c1
7: CCCCCCc1cccnc1
8: Cn1cc(-c2nonc2-c2c[nH]c3ccc(F)cc23)c2cccnc21
entry no.	1	2	3	4	5	6	7	8
OVCAR-5	96.9	103.5	84.2	112.7	91.9	104.9	100.8	90.9
NCI/ADR-RES	99.7	108.0	104.4	87.5	102.3	100.5	95.6	73.1
IGROV1	89.4	112.4	96.7	91.7	85.6	93.7	111.1	61.7
SK-OV-3	24.6	113.7	112.7	79.1	97.0	104.0	99.7	87.1
NCI-H226	86.6	105.8	98.7	84.6	100.0	101.9	90.3	57.3
SN12C	95.2	103.2	95.2	85.6	89.7	101.7	98.5	85.5
OVCAR-3	0.4*	112.4	107.0	97.6	110.7	112.2	106.8	82.0
NCI-H23	91.5	103.8	96.1	84.8	102.7	92.6	99.3	80.7
OVCAR-4	52.4	113.1	94.0	98.0	.	116.8	97.7	71.3

9: COc1cc(-c2nc(SCc3ccc(F)cc3)[nH]c(=O)c2C#N)ccc1OCc1ccccc1
10: OCCOCCN(Cc1ccccn1)Cc1cc(I)cc(I)c1O
11: CCOC(=S)Nc1ccc(S(=O)(=O)Nc2ccc(Cl)nn2)cc1
12: Cc1cc2c(=O)[nH]c(N)nc2[nH]1
13: CCCCCCCCC(CC)(CCCC)C(=O)O (stereo not given)
14: C=CC[P+](c1ccccc1)(c1ccccc1)c1ccccc1
15: CCOC(=O)c1ccc(N=Cc2cc(Cl)cc(Cl)c2O)cc1
16: C[C@H]1CC2C3CCC4=CC(=O)C=C[C@]4(C)[C@@]3(F)[C@@H](O)C[C@]2(C)[C@@]1(O)C(=O)COP(=O)(O)O (stereo not given in full)
entry no.	9	10	11	12	13	14	15	16
OVCAR-5	105.2	92.5	101.2	98.4	96.7	77.0	95.8	68.9
NCI/ADR-RES	103.4	6.5*	104.9	.	102.9	111.5	107.0	78.5
IGROV1	113.4	77.9	108.3	109.7	110.4	73.2	109.1	99.6
SK-OV-3	106.6	106.9	104.3	101.3	108.3	70.8	107.4	67.3
NCI-H226	98.6	83.1	100.6	89.9	93.8	74.1	100.4	77.6
SN12C	98.8	89.8	98.5	99.9	99.7	69.7	98.3	63.1
OVCAR-3	.	90.2	114.3	110.3	104.4	32.0	101.8	103.7
NCI-H23	104.7	90.2	99.0	100.1	92.2	.	.	102.4
OVCAR-4	98.1	93.9	104.3	99.1	88.1	46.0	100.6	97.7

17: O=C(Nc1ccc(OCc2ccc(F)cc2)cc1)Nc1ccc(Cl)c(C(F)(F)F)c1
18: CC1(C)CC2(C)OC2C2(C1)N=NC(=Nc1ccccc1)O2 (stereo not given)
19: O=C(c1nnc(Nc2ccc([N+](=O)[O-])cc2)o1)c1c[nH]c2ccccc12
20: Cc1cc2c(c3c1C(=O)CC3)C(C)(C)CCC2(C)C
21: CCCCCCCCCCCCCCCC[N+](C)(C)CCCNS(=O)(=O)c1cccc(C(F)(F)F)c1
22: O=C(O)C(O)C(O)C(O)CO (stereo not given)
23: Cc1ccc(/C=C2\C(=O)N(C)c3ccc(-c4cc(F)c(F)c(F)c4)cc32)s1
24: CCOC(=O)c1ccc2c(c1)[n+](=O)c(C(=O)c1ccc3ccccc3c1)c(C(F)(F)F)n2[O-]
entry no.	17	18	19	20	21	22	23	24
OVCAR-5	31.9	94.3	87.9	88.8	108.6	100.4	90.1	-98.5*
NCI/ADR-RES	4.6*	92.7	98.0	102.4	103.7	101.8	77.4	-86.4*
IGROV1	43.6	89.6	60.2	101.2	104.5	99.2	67.5	-82.9*
SK-OV-3	-26.5*	117.5	87.6	96.8	109.7	97.3	61.9	-100.0*
NCI-H226	15.0	.	78.0	102.0	101.0	91.6	61.9	-93.7*
SN12C	21.9	61.9	98.7	104.9	99.8	97.2	87.9	-99.2*
OVCAR-3	34.5	10.3	89.7	105.4	130.0	111.8	74.7	-99.6*
NCI-H23	.	88.9	87.6	98.7	105.2	105.0	62.7	-88.4*
OVCAR-4	19.0	60.9	76.6	100.8	105.0	116.5	61.9	-65.8*

# Rewritten with values under each structure: part of the list above.
# Results follow in this order: OVCAR-5	NCI/ADR-RES	IGROV1	SK-OV-3	NCI-H226	SN12C	OVCAR-3	NCI-H23	OVCAR-4
3: COc1cc(/C=C/C(=O)N2CCCC2)cc2c1OCO2
    84.2	104.4	96.7	112.7	98.7	95.2	107.0	96.1	94.0
4: CCOC(=O)c1c(C)nc2c(c1N)CC(=O)N2[C@@H](C)c1ccc(OC)cc1
    112.7	87.5	91.7	79.1	84.6	85.6	97.6	84.8	98.0

# Carrying on.
25: Nc1ccc2c(c1)S(=O)(=O)c1cc(O)ccc1O2
26: Nc1ccc(-c2nnc3n2N=CC(c2ccccc2O)S3)cc1 (stereo not given)
27: CCOc1cccc(/C=C2\N=C(c3ccccc3)OC2=O)c1
28: OCCN1CCSC1=S
29: O=C(NC(=S)Nc1cccc(NC(=S)NC(=O)c2ccccc2)c1)c1ccccc1
30: COc1cc2nccc(Oc3ccc(NC(=O)C4(C(=O)Nc5ccc(F)cc5)CC4)cc3)c2cc1OC(=O)c1ccc(N)cc1
31: O=C(COc1ccc(/C=C2\Cc3ccc(Cl)cc3C2=O)cc1)Nc1nc2ccccc2s1
32: N#CC1C(c2ccc(Cl)cc2)=Nc2c(c(-c3ccccc3)nn2-c2ccccc2)C12C(=O)Nc1ccc(Cl)cc12 (stereo not given)
entry no.	25	26	27	28	29	30	31	32
OVCAR-5	92.9	88.5	121.1	104.2	115.7	31.0	108.1	65.2
NCI/ADR-RES	107.7	95.9	102.1	117.0	60.1	35.5	99.2	67.6
IGROV1	96.7	97.6	97.8	96.5	69.1	60.7	-61.5*	42.1
SK-OV-3	101.2	109.2	98.1	103.1	44.1	69.6	104.2	68.6
NCI-H226	102.4	93.9	101.8	107.5	.	55.7	100.6	61.5
SN12C	98.3	95.4	107.4	96.2	61.9	27.6	101.9	60.2
OVCAR-3	103.5	106.6	104.6	112.5	65.1	47.5	103.5	49.7
NCI-H23	105.3	77.6	96.6	103.8	69.1	37.8	95.5	50.7
OVCAR-4	87.8	94.4	98.4	114.2	16.4	51.7	108.7	34.4

33: OCN(CO)c1nc(N(CO)CO)nc(N(CO)CO)n1
34: [2H]C([2H])([2H])Oc1c(F)cccc1/C=C/C(=O)/C=C(/C=C/c1cccc(F)c1OC([2H])([2H])[2H])OB(F)F
35: CSc1nc(N)c2c(n1)NC(c1ccc3c(c1)OCO3)CC(c1ccc(Cl)cc1)=N2 (stereo not given)
36: COc1ccc2nc(Nc3cccc(NC(=O)c4ccc(CN5CCCN(C)CC5)c(C(F)(F)F)c4)c3)ccc2c1
37: Clc1ccc(/C=N/Nc2nc3ccccc3s2)c(Cl)c1
38: COc1cc(CNC(=O)C[C@H](C)CCC=C(C)C)ccc1OCc1cn(-c2ccccc2Cl)nn1
39: CCOC(=O)C(=CNc1cccc(C)n1)C(=O)OCC
40: c1ccc(-c2[nH]c(-c3nccc4ccccc34)c(-c3ccccc3)c2-c2ccccc2)cc1
entry no.	33	34	35	36	37	38	39	40
OVCAR-5	111.5	104.8	112.1	-84.5*	103.5	93.1	106.7	90.3
NCI/ADR-RES	108.3	100.7	83.7	-43.1*	89.7	24.0	98.4	93.1
IGROV1	111.6	95.8	44.5	-56.4*	67.0	87.1	88.9	107.4
SK-OV-3	106.8	115.7	91.6	-62.4*	74.0	83.0	93.0	102.0
NCI-H226	95.3	100.7	98.0	-39.8*	100.0	59.7	93.2	95.2
SN12C	105.1	97.6	100.6	-65.9*	95.3	69.6	106.8	91.0
OVCAR-3	116.4	97.1	76.9	-48.8*	87.3	83.6	102.0	84.4
NCI-H23	110.1	86.7	87.9	-71.9*	90.4	64.5	94.4	87.4
OVCAR-4	105.2	92.1	72.3	-94.4*	.	33.3	86.8	88.3

41: COc1cc(/C=N/Nc2nc(-c3ccc(F)cc3)c(C#N)c(N3CCOCC3)n2)ccc1O
42: O=C1NC(c2cccc([N+](=O)[O-])c2)c2sc3c(F)cccc3c2C1Cl (stereo not given)
43: COc1ccc(C2Nc3nc(-c4ccccc4)nn3C(N)=C2C#N)cc1 (stereo not given)
44: CCc1c(C)c2cc3c(oc(=S)n3C/C=C\c3ccccc3)c(C)c2oc1=O
45: CCCCN1CCNC1=S
46: FC(F)(F)c1ccc(-c2nc(CSc3nc4ccccc4o3)no2)cc1
47: Brc1cn2[n+](c1)[B-]n1cc(Br)c[n+]1[B-]2
48: O=S(=O)(c1ccc(O)c(Cl)c1)c1ccc(O)c(Cl)c1
entry no.	41	42	43	44	45	46	47	48
OVCAR-5	106.5	103.9	108.8	107.1	102.8	102.5	105.8	107.9
NCI/ADR-RES	101.6	108.1	104.5	106.8	117.4	105.2	102.6	106.1
IGROV1	96.7	77.3	103.4	100.0	128.0	105.8	95.4	98.7
SK-OV-3	102.5	110.2	95.2	101.9	117.5	94.5	123.9	97.7
NCI-H226	97.8	94.7	74.1	106.0	104.4	97.5	95.3	95.9
SN12C	89.4	97.0	106.7	92.8	102.7	99.5	100.5	99.0
OVCAR-3	103.0	104.9	111.0	104.1	113.8	101.5	101.6	109.9
NCI-H23	107.9	101.2	97.6	99.2	128.1	103.3	100.8	100.2
OVCAR-4	89.8	98.0	106.1	100.4	104.0	99.1	109.0	101.7

# An excerpt from above in order of length of the SMILES, largest number first:
34: [2H]C([2H])([2H])Oc1c(F)cccc1/C=C/C(=O)/C=C(/C=C/c1cccc(F)c1OC([2H])([2H])[2H])OB(F)F
36: COc1ccc2nc(Nc3cccc(NC(=O)c4ccc(CN5CCCN(C)CC5)c(C(F)(F)F)c4)c3)ccc2c1
38: COc1cc(CNC(=O)C[C@H](C)CCC=C(C)C)ccc1OCc1cn(-c2ccccc2Cl)nn1
40: c1ccc(-c2[nH]c(-c3nccc4ccccc34)c(-c3ccccc3)c2-c2ccccc2)cc1
35: CSc1nc(N)c2c(n1)NC(c1ccc3c(c1)OCO3)CC(c1ccc(Cl)cc1)=N2 (stereo not given)
42: O=C1NC(c2cccc([N+](=O)[O-])c2)c2sc3c(F)cccc3c2C1Cl (stereo not given)
44: CCc1c(C)c2cc3c(oc(=S)n3C/C=C\c3ccccc3)c(C)c2oc1=O
46: FC(F)(F)c1ccc(-c2nc(CSc3nc4ccccc4o3)no2)cc1
48: O=S(=O)(c1ccc(O)c(Cl)c1)c1ccc(O)c(Cl)c1
37: Clc1ccc(/C=N/Nc2nc3ccccc3s2)c(Cl)c1
entry no.	34	36	38	40	35	42	44	46	48	37
OVCAR-5	104.8	-84.5*	93.1	90.3	112.1	103.9	107.1	102.5	107.9	103.5
NCI/ADR-RES	100.7	-43.1*	24.0	93.1	83.7	108.1	106.8	105.2	106.1	89.7
IGROV1	95.8	-56.4*	87.1	107.4	44.5	77.3	100.0	105.8	98.7	67.0
SK-OV-3	115.7	-62.4*	83.0	102.0	91.6	110.2	101.9	94.5	97.7	74.0
NCI-H226	100.7	-39.8*	59.7	95.2	98.0	94.7	106.0	97.5	95.9	100.0
SN12C	97.6	-65.9*	69.6	91.0	100.6	97.0	92.8	99.5	99.0	95.3
OVCAR-3	97.1	-48.8*	83.6	84.4	76.9	104.9	104.1	101.5	109.9	87.3
NCI-H23	86.7	-71.9*	64.5	87.4	87.9	101.2	99.2	103.3	100.2	90.4
OVCAR-4	92.1	-94.4*	33.3	88.3	72.3	98.0	100.4	99.1	101.7	.

39: CCOC(=O)C(=CNc1cccc(C)n1)C(=O)OCC
45: CCCCN1CCNC1=S
entry no.	39	45
OVCAR-5	106.7	102.8
NCI/ADR-RES	98.4	117.4
IGROV1	88.9	128.0
SK-OV-3	93.0	117.5
NCI-H226	93.2	104.4
SN12C	106.8	102.7
OVCAR-3	102.0	113.8
NCI-H23	94.4	128.1
OVCAR-4	86.8	104.0

# The list goes on:
49: CCON1C(=O)C2(CCCCC2)C(=O)C12C=CCCC2 (stereo not given)
50: CC(=O)Nc1c(I)cc(I)c(C(=O)O)c1I
51: CN1C(=O)/C(=C/c2ccc(C(=O)Nc3ncc(Cc4ccc(F)cc4)s3)cc2)SC1=S
52: COc1cc(-c2nc(C(=O)Nc3ccc(C)cc3)nn2-c2ccc(F)c(F)c2)cc(OC)c1OC
53: C[C@H]1COc2c(C3(N)CC3)c(F)cc3c(=O)c(C(=O)O)cn1c23
entry no.	49	50	51	52	53
OVCAR-5	105.3	95.0	61.2	117.0	95.7
NCI/ADR-RES	102.4	98.0	28.7	93.6	97.6
IGROV1	110.7	108.3	54.3	86.9	118.6
SK-OV-3	100.9	111.3	40.3	89.1	106.6
NCI-H226	107.4	103.9	65.3	101.8	98.5
SN12C	101.2	106.8	61.8	97.5	105.0
OVCAR-3	109.6	114.5	27.7	107.3	118.5
NCI-H23	92.9	93.7	62.1	97.1	103.0
OVCAR-4	105.0	113.3	60.1	103.4	110.2

# High-throughput results (PubChem)
